Glyco luc inh: blocks N-linked glycosylation in D54 reporter cells. D54 ERlucT glycosylation luciferase reporter, 24 h; percent of 100 nM tunicamycin response. reporter increase, % at 12.5 µM. 0.23% of 360,000 active;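 active means mean luciferase reporter signal, scaled so untreated is 0 and the glycosylation-blocking control 100, at or above a set limit in every replicate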;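 further: luciferase carries N-glycosylation sites so blocking glycosylation raises the light; 0% = median of neutral control wells and 100% = median of 100 nM tunicamycin wells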
iPSC survival up: hiPSC single-cell survival enhancement; ATPlite luminescence; 100% = ROCK inhibitor wells, 0% = DMSO; survival enhancement, % at 20 µM; 0.044% of 360,000 active; AID 602274; in the data active means survival enhancement above about 18%;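 further: cells exposed to compounds for 16 hours before the ATP read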
ABHD5 PLIN5 PPI: ABHD5-PLIN5 protein interaction inhibition; Q00G26+Q8WTS1; Split G. princeps luciferase complementation, luminescence, 4 h; inhibition, % at 4 µM; 0.78% of 360,000 active; AID 602281;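 active means inhibition above the mean inhibition across every tested compound plus 3 SD, cut at about 22% in these data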;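 further: 0% = DMSO only wells and the 100% control is not disclosed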
Cardio protect: protects H9c2 cardiomyocytes from peroxide injury; H2O2 injury protection, ATPLite, 2 h; protection from H2O2 cell death, % at 20 µM; 0.63% of 360,000 active; AID 588492;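 active means compounds giving at least 50% protection of heart cells from peroxide-induced death in the single-dose screen, raw or plate-pattern-corrected value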;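 further: 0% = DMSO wells with peroxide and 100% = DMSO wells without peroxide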
aDG glyco up: increases alpha dystroglycan glycosylation; Pro5-aDG cells, alpha-DG glycosylation AlphaScreen (IIH6); 0% Pro5, 100% B10-LARGE cell signal; activation, % at 10 µM; 0.22% of 360,000 active; AID 624168;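 active means activation of at least 8% versus controls, or a plate z-score of at least 8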;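 further: Pro5 are CHO cells carrying HIG-tagged alpha-DG that lacks glycosylation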
ABCB6 inh MLPCN: inhibitors of human ABC transporter ABCB6; fluorescence ratio to DMSO, % at 10 µM; K562-ABCB6 porphyrin accumulation, flow cytometry, 1 h; active compounds read low; 0.19% of 360,000 active; AID 602162;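 active means fluorescence ratio to DMSO below 75%, the collection mean minus 3 SD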;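 further: signal is porphyrin accumulated inside mitochondria; 100% equals median channel fluorescence of DMSO control wells; lower ratio means ABCB6 inhibition with less porphyrin fluorescence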
Target sequence (Q9NP58 whole entry, looked up): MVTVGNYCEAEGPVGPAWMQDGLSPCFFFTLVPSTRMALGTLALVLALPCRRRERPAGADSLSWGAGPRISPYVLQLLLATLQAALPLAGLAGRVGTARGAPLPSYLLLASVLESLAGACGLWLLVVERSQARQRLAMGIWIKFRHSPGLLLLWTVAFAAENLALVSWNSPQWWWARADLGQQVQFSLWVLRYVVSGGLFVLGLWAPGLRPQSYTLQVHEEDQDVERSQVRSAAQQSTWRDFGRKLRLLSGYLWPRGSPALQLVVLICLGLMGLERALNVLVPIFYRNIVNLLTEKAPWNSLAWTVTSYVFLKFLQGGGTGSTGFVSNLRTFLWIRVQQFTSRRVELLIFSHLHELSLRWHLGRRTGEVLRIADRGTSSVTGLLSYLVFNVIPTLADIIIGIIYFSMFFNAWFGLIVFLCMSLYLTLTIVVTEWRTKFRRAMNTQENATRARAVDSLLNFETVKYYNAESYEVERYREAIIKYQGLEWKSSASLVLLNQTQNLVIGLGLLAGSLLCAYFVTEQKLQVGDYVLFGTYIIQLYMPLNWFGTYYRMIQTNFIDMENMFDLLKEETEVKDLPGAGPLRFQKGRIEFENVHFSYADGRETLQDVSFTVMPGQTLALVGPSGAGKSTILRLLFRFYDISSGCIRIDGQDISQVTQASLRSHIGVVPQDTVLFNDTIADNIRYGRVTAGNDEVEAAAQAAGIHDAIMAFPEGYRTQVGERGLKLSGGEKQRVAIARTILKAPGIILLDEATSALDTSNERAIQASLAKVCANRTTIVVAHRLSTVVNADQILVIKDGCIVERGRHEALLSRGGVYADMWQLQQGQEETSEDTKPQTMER
HTR2A ag: agonists of mouse serotonin 5-HT2A receptor (HTR2A) | CHO-K1 mHTR2A beta-arrestin complementation, luminescence; percent of 30 µM serotonin response | activation, % at 7.6 µM | 0.66% of 360,000 active;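 active means activation above a run cutoff, the mean activation of all tested compounds plus 3 SD, cut at about 14% in these data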;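 further: 0% = plate median of compound wells and 100% = 30 µM serotonin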
Granule exo inh: lytic granule exocytosis inhibition. TALL-104 LAMP-1 surface exposure, flow cytometry; cells stimulated with thapsigargin and PMA. inhibition, % at 10 µM. 0.66% of 360,000 active. AID 651702;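 active means inhibition above about 55%, limit read from the data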
MC4R barr agon: activates human MC4R beta-arrestin recruitment; 0.98% of 360,000 active; U2OS MC4R beta-arrestin complementation, luminescence; percent of melanotan II response, DMSO zero; AID 540308; activation, % at 8.9 µM; P32245;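 active means activation above a per-plate cutoff, the mean activation of sample wells on that plate plus 3 SD, cut at about 8% in these data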
MC4R antagonist: blocks human MC4R cAMP signaling | 0.48% of 360,000 active | MC4R-expressing cells, MTII-stimulated cAMP, LANCE TR-FRET | P32245 | inhibition, % at 6.5 µM;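 active means inhibition above its plate's cutoff, the mean of tested wells on that plate plus 3 SD, cut at about 29% in these data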;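 further: 0% = Melanotan II alone and 100% = Melanotan II plus saturating MCL0020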
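System: U2OS-MC4R stable cell line; Technique: Eu-cAMP/anti-cAMP TR-FRET, emission 671 nm; Repeats: single well per compound; Also added: Melanotan II; Dosing: one concentration, 6.5 µM nominal; Schedule: 30-min compound, 1-h challenge, 1-h detection, room temperature.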
Starred values were filed as active, the others as inactive.

SMILES	Glyco luc inh	iPSC survival up	ABHD5 PLIN5 PPI	Cardio protect	aDG glyco up	ABCB6 inh MLPCN	HTR2A ag	Granule exo inh	MC4R barr agon	MC4R antagonist
COc1ccc(CCNC(=O)CN(C2CCCCC2)S(C)(=O)=O)cc1OC	3	-0.4	3	-3	0.0	102	1	-4	0.1	10
CCn1nc(C)c(CNC(=O)C2CCC(=O)N(Cc3cccc(F)c3)C2)c1C (stereo not drawn)	0	-0.5	-4	14	0.2	100	-3	-1	-1.7	0
CC(N)c1csc(Nc2ccc(C(=O)c3ccccc3)cc2)n1 (stereo not drawn)	-2	0.2	1	7	-0.4	95	4	-3	0.6	7
O=C1c2cc(O)c(O)cc2OC(c2ccc(O)c(O)c2)C1O (stereo not drawn)	3	-2.3	-4	5	0.0	96	5	2	-1.5	3
N#Cc1cccc(NC(=O)Cc2ccccc2)c1	-1	0.2	1	0	0.4	93	-6	9	-0.8	12
Cc1ccc(-c2ccnc3nc(-n4cccc4)nn23)o1	3	0.0	4	9	-0.4	87	2	-3	-0.3	-5
CCOC(=O)/C(C#N)=C/c1cc2cc(C)c(C)cc2nc1Cl	3	-0.3	3	3	0.0	100	-3	2	-1.5	5
CCOc1ccc(-c2cc(CCCC(=O)NCc3ccc(C)cc3)no2)cc1	-1	0.9	-9	-18	-0.3	91	1	4	0.8	5
CC1(C)Cc2nc3sc(C(=O)NCCCO)c(N)c3cc2CS1	2	1.2	0	2	-0.2	99	9	1	2.0	-6
CN(C)CCCOc1cccc(Cl)c1	1	-1.0	14	9	0.1	88	0	-1	1.7	-5
COc1ccccc1N1CCN(C(=O)Cn2c(=O)oc3cc(S(=O)(=O)N4CCCC4)ccc32)CC1	-4	0.3	0	8	-0.3	107	-5	5	1.1	-2
COc1ccc2nc(SCC(=O)Nc3ccccc3OC)[nH]c2c1	-1	0.3	-2	-4	0.5	95	-1	-12	-1.3	-12
CN(C)CCN1C(=O)c2oc3ccc(Cl)cc3c(=O)c2C1c1cccc(Br)c1 (stereo not drawn)	-1	-2.5	6	9	-0.1	95	-3	-1	-1.3	2
O=C(Nc1ccc(S(=O)(=O)Nc2ncccn2)cc1)c1cccc(Br)c1	-1	-0.3	6	0	-0.1	99	2	-1	-0.3	5
CCOC(=O)c1c(S(=O)(=O)NCC(=O)Nc2ccccc2OC)c(C)n(C)c1C	2	-0.4	2	3	-0.3	93	3	-4	-1.5	3
O=C(Nc1ccccc1Br)c1ccc(N2CCCC2=O)cc1	-6	-0.3	6	-16	0.2	96	-5	-1	-1.8	-2
O=S(=O)(c1c(F)cccc1F)N1CCN(C(=S)NCc2ccc3c(c2)OCO3)CC1	-2	-4.0	0	5	0.2	97	-2	-2	-0.4	25
CCCC(C(=O)Nc1cccc(S(=O)(=O)N2CCCC2)c1)c1ccccc1 (stereo not drawn)	-4	-0.1	5	-1	0.6	107	1	29	0.6	14
C=CCN1C(=O)C(O)(CC(=O)c2c(C)n[nH]c2C)c2cc(Br)ccc21 (stereo not drawn)	-1	1.2	-4	2	-0.1	98	-2	-3	-1.8	0
CC(=O)Nc1ccc2nc(C3CC3)n(Cc3ccc(Cl)cc3)c(=O)c2c1	0	1.6	-4	-1	0.4	92	-3	-2	0.9	24
CC(=O)N1CCN(C(=O)C2CCN(S(=O)(=O)c3ccccc3C(F)(F)F)CC2)CC1	1	1.4	4	0	-0.2	92	-1	9	-2.0	2
COC(=O)c1ccc(CNC(=O)COC(=O)C23CC4CC(CC(C4)C2)C3)cc1	2	-0.6	-10	1	-0.1	103	-4	1	-4.2	-4
CC(C)=CCC/C(C)=C/Cc1c(O)ccc(C(=O)/C=C/c2ccc(O)cc2)c1O	-2	-1.9	-1	-12	1.0	92	-10	9	8.6*	7
CCOC(=O)CN1C(=O)S/C(=C/c2cc(C)n(C)c2C)C1=O	1	-2.2	-4	-1	0.6	88	-1	-4	-3.2	6
OCCN(Cc1ccccc1)Cc1ccccc1Cl	-3	-0.2	-5	2	0.0	95	0	0	0.7	6
The listing continues.
SMILES	Glyco luc inh	iPSC survival up	ABHD5 PLIN5 PPI	Cardio protect	aDG glyco up	ABCB6 inh MLPCN	HTR2A ag	Granule exo inh	MC4R barr agon	MC4R antagonist
COc1ccc(N(CC(=O)N2CCOCC2)S(=O)(=O)c2ccccc2)cc1Cl	-1	-0.4	-1	5	-0.2	98	-8	36	2.9	-1
O=C(NCCN1CCOCC1)c1c(Cl)cccc1Cl	0	-0.2	-13	3	0.4	104	1	1	1.5	19
COC(=O)C1CC2=C(CCCC2=O)NC1=O (stereo not drawn)	2	-0.6	11	2	-0.2	97	-1	1	-1.2	3
Cc1ccc(-c2cc(C(=O)Nc3cccc(S(=O)(=O)N(C)C)c3)c3ccccc3n2)o1	0	-0.6	18	12	-0.3	96	-5	66*	-1.7	8
O=C(NC(=S)NCc1ccccc1)c1ccccc1F	-1	1.6	-1	-5	0.0	96	-1	1	-1.3	-8
COc1ccc(CCNC(=O)c2c(-c3ccccc3)noc2C)cc1OC	2	0.2	-8	-5	0.0	98	-8	0	-1.8	-2
CCOc1ccccc1NC(=O)C1CCCN(c2c(CC)c(C)nc3ncnn23)C1 (stereo not drawn)	2	0.6	3	4	0.0	96	-1	5	-0.9	16
CC1CCC2(CC1)NC(=O)N(CC(=O)Nc1cccc(S(=O)(=O)N3CCOCC3)c1)C2=O (stereo not drawn)	9	-0.7	0	4	-0.1	99	-2	2	-1.4	11
Cc1ccc(S(=O)(=O)Nc2ccc(-c3ccc4nncn4n3)cc2)cc1	0	-0.1	4	5	-0.1	100	9	-6	1.0	17
Cc1ccc(C)c(NC(=O)CN(C)C(=O)C2COc3ccccc3O2)c1 (stereo not drawn)	1	-0.3	-3	0	0.1	98	5	11	0.5	13
C#CC(=O)N(c1ccc(OC)c(OC)c1)C(C(=O)NC1CCCC1)c1cccs1 (stereo not drawn)	-23	-3.2	20	-20	-0.4	55*	1	45	10*	62*
O=C(CCSCCc1ccccn1)Nc1ccc(Br)cc1F	0	-0.3	4	-2	-0.2	88	1	-2	-1.9	20
O=C(Nc1cccnc1)c1ccc(Oc2ccccc2)cc1	-9	-2.7	0	-17	0.4	98	-7	-4	0.5	2
Cc1ccc(C)c(Nc2ncccc2C(=O)NCc2cccs2)c1	-1	2.3	5	-4	0.3	98	-8	8	-1.4	-9
CCc1cc(C(=O)N2CCCc3ccccc32)sc1C	-1	-0.3	-1	-5	0.1	106	0	-2	-1.6	8
Cc1ccc(C(O)c2ncc(-c3ccc(F)cc3)[nH]2)cc1F (stereo not drawn)	-5	5.4	0	-24	1.2	100	2	12	-1.3	-5
CC(=O)OCC(OC(C)=O)C(OC(C)=O)C(OC(C)=O)C(=O)Nc1ccc(C)cc1 (stereo not drawn)	3	5.7	-2	-2	0.0	94	0	-3	-0.9	-3
CCOC(=O)N1CCN(c2c(NCCc3ccc(OC)c(OC)c3)c(=O)c2=O)CC1	3	0.3	4	7	0.7	92	5	-5	-0.8	5
CC(C)CN1C(=O)/C(=C/c2cccs2)NC1=S	-2	-0.5	-8	-4	0.1	92	0	-3	2.8	11
CCOC(=O)/C=C1\CN(Cc2cc(OC)c(OC)c(OC)c2)S(=O)(=O)c2ccccc21	-1	-1.5	4	0	1.1	90	5	7	0.1	0
Cc1noc(C)c1COC(=O)CN(C)S(=O)(=O)c1ccc(Cl)cc1	1	-0.9	-2	16	-0.1	99	8	-1	-1.4	5
COc1cc(OC)cc(C(=O)NC2CC3CCC(C2)N3Cc2ccco2)c1 (stereo not drawn)	1	1.6	-4	3	-0.1	100	-1	0	-1.3	2
CC1CCN(CCNC(=S)Nc2ccc(Cl)cc2)CC1	-1	0.1	1	-8	0.4	96	-5	-1	-1.9	11
CCOC(=O)c1c(C)[nH]c(C)c1-c1ccccc1OC	0	1.6	-2	-2	0.1	93	2	-4	-1.1	-1
O=C(NC1CCC1)C1CCC(=O)N(Cc2cccc(F)c2)C1 (stereo not drawn)	0	-0.6	9	8	0.0	99	-1	8	-0.1	-2
(continued)
SMILES	Glyco luc inh	iPSC survival up	ABHD5 PLIN5 PPI	Cardio protect	aDG glyco up	ABCB6 inh MLPCN	HTR2A ag	Granule exo inh	MC4R barr agon	MC4R antagonist
CC(=O)NCCNc1nc2cc(-c3cccc(Cl)c3)sc2c(=O)n1C	-2	0.0	11	24	0.2	97	-2	-3	0.2	1
Cc1ccccc1OCCCC(=O)Nc1ccccc1C(F)(F)F	-2	-0.9	-10	5	0.2	100	3	-1	-1.9	9
O=C(N/N=C/c1ccc[nH]1)c1ccc(O)cc1	-1	-0.6	0	4	-0.3	97	-3	-2	-0.1	-3
O=[N+]([O-])c1ccc(NN=Cc2cccc([N+](=O)[O-])c2)cc1	-5	-2.3	-3	-12	-0.3	101	-3	2	1.7	-7
CCOC(=O)c1ccc(NC(=O)Nc2nc3ccccc3s2)cc1	1	1.6	5	-8	0.0	101	12	-4	-0.3	0
COc1ccc2c3c([nH]c2c1)C(C)N(CCC(=O)NN)CC3 (stereo not drawn)	-4	-0.2	-7	-1	-0.2	98	-7	0	-0.5	6
O=C(Nc1ccc(C(F)(F)F)cc1Cl)c1ccc(Cn2cc(Br)cn2)o1	-1	-3.0	0	-8	-0.2	102	-4	-2	5.6	8
O=C(COC(=O)/C=C/c1ccc(C(F)(F)F)cc1)NC1CCCC1	0	-0.5	5	-1	1.6	100	7	-2	2.1	1
CC(C)CC(=O)NC1(C(F)(F)F)C(=O)Nc2c1c(=O)[nH]c(=O)n2Cc1ccco1 (stereo not drawn)	0	-0.3	3	-7	-0.2	85	2	-2	-2.9	-1
CC(C)(C)NC(=O)CN(Cc1cccs1)C(=O)CCC(=O)Nc1nccs1	0	6.1	3	2	-0.2	101	1	0	-0.4	-2
COc1ccc(C2CCCN2C(=S)Nc2ccc(C)c(C)c2)cc1OC (stereo not drawn)	1	-0.5	3	-1	-0.1	94	0	2	1.3	24
Cn1nnc(NC(=O)CSc2ccc(Cl)cc2)n1	2	1.2	-5	-1	-0.3	95	1	1	0.7	9
O=C1c2ccccc2C(=O)N1CCC(=O)N1CCCc2ccccc21	2	-0.4	-10	0	0.0	99	-2	1	-0.8	-3
CC(=O)Nc1cccc(/C(C)=N/NC(=O)c2c(-c3ccccc3Cl)noc2C)c1	0	-2.8	0	-12	-0.1	98	-2	-1	-0.4	0
COc1cc(CN2CCN(Cc3ccc([N+](=O)[O-])cc3)CC2)c([N+](=O)[O-])cc1OC	-1	-0.3	-1	-4	0.7	96	-1	2	-1.2	3
Cc1ccc(NC(=O)CCc2ccc(C)o2)c(C)c1	1	1.5	2	4	0.1	91	4	1	-2.3	4
CC1=C(C(=O)N(C(C)C)C(C)C)CC(CC(=O)NCCc2ccccn2)C(=O)N1Cc1ccccc1 (stereo not drawn)	0	-1.3	0	13	0.0	99	-5	-3	0.6	4
